High-throughput results from PubChem.
MCL1-BIM inh = inhibitors of human MCL1 binding to BIM-BH3 peptide | GST-MCL1 / FITC-Bim-BH3 fluorescence polarization | actives 0.68% (n = 320,000) | AID 2057 | inhibition, % at 10.9 µM;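 active means inhibition above the mean inhibition of all tested compounds plus 3 SD, set per campaign, cut at about 40% in these data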;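 further: 0% = DMSO wells and 100% = unlabeled Bim-BH3 peptide control; higher means more loss of mP so more displacement of Bim peptide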
GLD-1 TGE inh = GLD-1-TGE RNA interaction inhibition (C. elegans). Q17339. purified GLD-1 + fluorescein TGE RNA, fluorescence polarization. inhibition, % at 5.96 µM. actives 0.44% (n = 320,000). AID 2280;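 active means percent inhibition above a per-plate cutoff, the plate mean of test compounds plus 3 SD, cut at about 30% in these data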;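 further: 0% = DMSO wells with GLD-1 and probe and 100% = wells lacking GLD-1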
MEX-5 binding = C. elegans MEX-5 TCR-2 RNA binding activity; Q9XUB2; MEX-5/FITC-TCR2 RNA binding, fluorescence polarization; hits give low values; activity score (negative = inhibition of binding), % at 10 µM; actives 0.38% (n = 300,000);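 active means inhibition past about -25% in most replicates, and total fluorescence under double the plate's negative control median, limit read from the data; inconclusive means replicates evenly split on the limit, or fluorescence at least double controls; inactive means too little inhibition in most replicates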;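 further: 0% = DMSO and -100% = 5 µM competing unlabeled TCR2 RNA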
VLA-4 inh = inhibition in a human VLA-4 binding assay | inhibition, % (about 7 µM as worked out from the volumes in the protocol) | VLA-4 expressing cells, ligand binding flow cytometry | actives 0.2% (n = 330,000) | P13612; in the data active means inhibition above about 50%
GRK2 aptamer HTS = inhibitors of human GRK2 displacing RNA aptamer; P25098; bead flow cytometry, FAM-aptamer displacement from GRK2; inhibition of aptamer binding, % at 10 µM; actives 0.59% (n = 330,000); AID 488847;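 active means inhibition of aptamer binding above 40%, roughly 3 SD of noise, on plates passing a quality check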;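 further: median bead fluorescence of bound FAM aptamer so fluorescent compounds give negative values; no value below 0 was filed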
Target sequence (P25098 whole entry, looked up): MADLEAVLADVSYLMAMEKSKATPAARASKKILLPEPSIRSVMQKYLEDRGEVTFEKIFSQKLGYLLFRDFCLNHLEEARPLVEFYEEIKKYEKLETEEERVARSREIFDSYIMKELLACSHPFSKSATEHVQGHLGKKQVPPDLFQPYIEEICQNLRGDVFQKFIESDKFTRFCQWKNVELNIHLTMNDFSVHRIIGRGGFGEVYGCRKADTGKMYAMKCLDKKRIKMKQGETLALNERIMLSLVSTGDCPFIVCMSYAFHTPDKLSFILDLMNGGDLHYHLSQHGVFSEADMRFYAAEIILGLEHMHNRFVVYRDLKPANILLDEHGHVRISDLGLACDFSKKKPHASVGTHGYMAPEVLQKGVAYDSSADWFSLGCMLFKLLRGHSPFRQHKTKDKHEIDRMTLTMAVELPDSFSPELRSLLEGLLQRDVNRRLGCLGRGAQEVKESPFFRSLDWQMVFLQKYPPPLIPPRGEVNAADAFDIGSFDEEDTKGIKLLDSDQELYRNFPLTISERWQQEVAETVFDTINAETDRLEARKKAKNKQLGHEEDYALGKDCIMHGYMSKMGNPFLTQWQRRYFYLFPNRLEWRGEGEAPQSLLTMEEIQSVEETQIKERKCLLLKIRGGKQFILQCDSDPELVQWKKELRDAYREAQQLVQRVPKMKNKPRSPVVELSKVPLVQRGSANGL
AGP1-GFP MLPCN = modulators of TOR pathway AGP1-GFP in S. cerevisiae; GFP response vs DMSO, % at 10 µM; actives 0.02% (n = 320,000); AID 2066; S. cerevisiae AGP1-GFP multiplex flow cytometry, 3 h; GFP as percent of DMSO wells;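 active means GFP response relative to DMSO above a set limit, near screen average plus 3 SD, cut at about 150% in these data; inconclusive means fewer than 70 cells counted for the yeast strain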;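 further: median GFP channel fluorescence of the gated AGP1 strain per well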
CIT2-GFP yeast = alters CIT2-GFP fluorescence in TOR pathway yeast screen | S. cerevisiae CIT2-GFP strain, flow cytometry, 3 h; 100 means same as DMSO wells | GFP response vs DMSO, % at 10 µM | actives 0.065% (n = 320,000);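 active means GFP response relative to DMSO above a set limit, near the screen mean plus 3 SD, cut at about 150% in these data; inconclusive means Fewer than 70 cells measured for a yeast strain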;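 further: ratio of well median GFP fluorescence to mean of DMSO wells on the plate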
Bcl-xL primary = blocks human Bcl-xL binding to Bim BH3 peptide; AID 2129; Q07817; GST-Bcl-xL / FITC-Bim BH3 peptide fluorescence polarization; actives 0.7% (n = 320,000); inhibition, % at 10.9 µM;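 active means inhibition above the mean of all tested compounds plus 3 SD, cutoff set per campaign, cut at about 30% in these data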;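 further: 0% = DMSO wells and 100% = unlabeled Bim-BH3 peptide competitor; inhibitors lower millipolarization by displacing the labeled peptide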
Target sequence (Q07817 whole entry, looked up): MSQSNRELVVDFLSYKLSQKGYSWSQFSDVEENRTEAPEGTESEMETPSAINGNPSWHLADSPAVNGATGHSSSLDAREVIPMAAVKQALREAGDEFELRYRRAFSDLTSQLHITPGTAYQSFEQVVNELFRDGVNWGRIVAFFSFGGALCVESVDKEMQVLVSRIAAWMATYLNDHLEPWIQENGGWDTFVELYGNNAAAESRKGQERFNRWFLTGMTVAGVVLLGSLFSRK
CR mimetic SO = lowers age-related superoxide in aged yeast cells | S. cerevisiae aged cells, superoxide DHE fluorescence; hits give low values | superoxide response (% of plate mean), % at 10 µM | actives 0.18% (n = 330,000);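 active means superoxide response under a set limit, about three screen SD below normal, cut at about 65% in these data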;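 further: yeast aged for seven days with compound at 30 °C before DHE staining; 100% = average MFI of all compound-treated wells on the plate with controls excluded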
* marks the source's active call; other numbers are inactive results; ? = inconclusive; . = not tested or not shown; [ ] = remark or other dose. The list is partial. The share of hits here may be higher or lower than overall.

SMILES	MCL1-BIM inh	GLD-1 TGE inh	MEX-5 binding	VLA-4 inh	GRK2 aptamer HTS	AGP1-GFP MLPCN	CIT2-GFP yeast	Bcl-xL primary	CR mimetic SO
COC(=O)C1=C(c2ccc(F)cc2OCc2ccccc2)C[C@@H]2CC[C@H]1N2C(=O)NCc1ccccc1C(F)(F)F	6	-3	.	21	6	99	100	4	92
CCOC(=O)c1c(NS(=O)(=O)c2ccccc2)n(CCCOC)c2nc3ccccc3nc12	4	9	-26*	0	2	93	102	6	99
CC(C)c1ccc(NC(=O)CCNC(=O)N2C[C@H]3C[C@@H](C2)c2cccc(=O)n2C3)cc1	5	14	0.5	10	4	102	97	3	102
COc1ccccc1OCC#CCN1CCCC1	4	5	0.0	10	2	88	93	7	114
O=C(CNC(=O)c1cccc(Cl)c1)Nc1ccc(Br)cc1C(=O)c1ccccc1	10	2	4.0	10	0	105	105	-3	106
Cc1cc(Cl)ccc1OCC(=O)N1CCN(C)CC1	-3	-5	-0.3	-7	0	100	101	-5	93
O=C(c1ccc2nc(-c3ccco3)c(-c3ccco3)nc2c1)N1CCC2(CC1)OCCO2	69*	22	.	-29	27	109	101	52*	87
CC1(C)CN2C(c3ccc(Cl)cc3)N2C1 (stereo not given)	-5	-1	-0.6	12	4	94	69	-3	102
COc1cccc(C2CCN(CC(=O)Nc3cc(Cl)ccc3OC)CC2O)c1 (stereo not given)	11	3	0.7	0	5	99	107	3	98
COc1cc2nc(CN3CC=C(c4ccccc4)CC3)[nH]c(=O)c2cc1OC	4	3	-1.1	0	10	88	84	3	102
CN(C)CCCN=Cc1c(O)n(CCc2ccccc2)c(=O)[nH]c1=O	-66	-39	7.7	-8	0	97	94	-47	93
N[C@@H](Cc1ccc(N(CCCl)CCCl)cc1)C(=O)O	-6	-6	.	32	0	93	84	2	99
O=C(c1cc(-c2ccc(Cl)cc2)n(-c2ccc(Cl)cc2Cl)n1)N1CCOCC1	6	-5	-1.9	12	1	107	101	6	109
COc1cc2occc2c2oc(=O)ccc12	-4	1	-1.4	-17	0	85	99	5	97
O=C(O)CSC(=S)N1CC2CC(C1)c1cccc(=O)n1C2 (stereo not given)	3	7	0.7	10	2	98	94	1	96
COc1ccc(C(=O)OC2C[C@H]3CC[C@@H](C2)N3O)cc1OC (stereo not given in full)	7	-2	1.4	-18	2	105	103	3	94
c1ccc2c(c1)CSc1ccccc1C2C1=NCCN1 (stereo not given)	1	8	-2.8	-2	4	103	106	5	98
C[C@]12CCC(=O)C=C1CCC1C2CC[C@@]2(C)C1CC[C@@]2(O)CC#N (stereo not given in full)	-2	3	.	20	5	99	101	1	85
CCOC(=O)CSc1ccc(C(=O)N2CCC3(CC2)OCCO3)cc1[N+](=O)[O-]	-10	2	0.0	10	0	104	111	-4	106
O=C(CCc1nnc2ccc(NCc3ccccc3)nn12)N1CCC2(CC1)OCCO2	-16	0	0.7	2	6	101	94	-6	114
COC(=O)C1=C(c2ccc(OC(F)(F)F)cc2)C[C@@H]2CC[C@H]1N2C(=O)NCc1ccc(F)cc1	11	-4	.	12	0	73	98	8	75
COP(=O)(OC)C(Nc1ccccc1)c1ccccc1 (stereo not given)	0	4	-4.0	2	1	97	104	2	87
Cc1ccc(-c2nc3ccccc3c(=O)n2-c2ccc(O)cc2)cc1	0	-1	-1.9	-17	2	94	90	4	103
COc1cccc(NP(=O)(Oc2ccccc2Cl)Oc2ccccc2Cl)c1	9	2	1.6	1	0	95	89	5	102
NCC(O)c1ccc(O)cc1 (stereo not given)	6	7	0.1	11	1	100	94	0	105
Cn1c(O)c(C(c2ccncc2)c2c(O)n(C)c(=S)n(C)c2=O)c(=O)n(C)c1=S	3	5	0.2	3	0	95	98	-1	111
Cc1c(N=Nc2c(O)[nH]c(=O)[nH]c2=O)c(=O)n(-c2ccccc2)n1C	-1	-3	-1.0	4	2	104	103	2	100
COC(=O)C(O)(c1ccc(NC(=O)Oc2ccccc2)cc1)C(F)(F)F (stereo not given)	7	4	-0.9	4	2	108	107	6	102
CCc1nc2ccccc2c(=O)n1-c1cccc(OC)c1	-2	4	2.5	28	0	92	88	-1	107
CC(=O)NN1C(=O)c2ccccc2NC1c1cccnc1 (stereo not given)	3	8	5.2	9	3	104	110	0	108
N[C@@H]1CC[C@@]2(O)[C@H]3Cc4ccc(O)c5c4[C@@]2(CCN3CC2CC2)C1O5 (stereo not given in full)	.	-1	.	8	1	103	104	.	87
C=C1[C@H]2CC[C@H]3[C@]4(C)C[C@H](O[C@@H]5OC(CO)[C@@H](OSOOO)[C@H](OS(=O)(=O)O)[C@H]5OC(=O)CC(C)C)C[C@@H](C(=O)O)[C@H]4CC[C@]3(C2)[C@H]1O (stereo not given in full)	.	0	.	15	23	98	95	.	105
CC1(C)CN(S(=O)(=O)OCC(Cl)(Cl)Cl)C(=O)N1	3	7	0.8	14	0	89	96	2	95
CCCCOP(=O)(OCCCC)/C(C#N)=C(/C)O	3	-6	-2.3	9	1	90	85	1	110
Cc1ccc(C)c(NC(=S)NCCc2cnc[nH]2)c1	-1	1	-4.8	17	1	119	104	2	90
CC(=O)NC1CC2CCCC(C1)N2 (stereo not given)	7	-2	1.4	3	0	106	109	6	97
COC1=C[C@@H]2C3=C([C@@H]2C1=O)[C@@H](NC(C)=O)CCc1cc(OC)c(OC)c(OC)c13	0	4	.	12	0	67[may fluoresce red and violet]	?	1	98
COC(=O)C1=C(c2ccc(C(C)=O)cc2)C[C@@H]2CC[C@H]1N2C(=O)NC(C)C	1	1	.	13	0	101	105	3	112
Cc1cccc(-n2c(/C=C/c3ccccn3)nc3ccccc3c2=O)c1	4	2	1.7	4	3	93	96	3	94
CN1CCCN(C(=O)COc2ccc(Br)cc2)CC1	2	-1	-1.3	6	0	101	97	4	94
COc1cc(C(=O)NC(=S)N2C[C@H]3C[C@H](C2)c2cccc(=O)n2C3)cc(OC)c1OC	0	4	-0.8	5	1	105	108	2	94
CCC1(c2ccccc2)C(=O)NC(=O)NC1=O	.	4	.	36	0	96	101	.	109
CCN(CC)C(=O)c1ccc(NC(=O)c2cc(-n3cnnc3)ccc2Cl)cc1	2	5	0.6	-16	0	107	96	4	100
CN1CC(C(=O)c2ccc([N+](=O)[O-])cc2)C(c2ccc(Cl)cc2)C1 (stereo not given)	7	0	2.3	5	0	109	107	3	95
Cc1ccc(C)c(Cn2c(C(=O)O)c(C=O)c3ccccc32)c1	-122	-108	32	-5	16	96	99	-91	110
Cc1ccccc1[N+](=O)[O-]	8	0	.	9	1	104	93	5	113
C[C@H](NC(=O)CCC(=O)N1C[C@H]2C[C@H](C1)c1cccc(=O)n1C2)c1ccccc1	7	2	-0.3	17	0	102	107	4	100
O=C1NC(=O)C(CCc2ccccn2)(Cc2ccc3c(c2)OCO3)C(=O)N1CCc1ccccc1 (stereo not given)	3	-2	-1.5	6	0	100	94	5	116
CCCC[N+]12CCC(CC1)C(C(=O)c1cccs1)C2 (stereo not given)	-13	1	-0.8	-1	0	112	112	-6	81
COC(=O)C1=C(c2c(C)noc2C)C[C@@H]2CC[C@H]1N2C(=O)NC1CC1	6	2	.	-1	4	101	107	2	97
Cc1ccnc(-n2c(C)cc(/C=C3\C(=O)NC(=S)N(C)C3=O)c2C)c1	-16	0	0.0	-10	1	93	73	0	92
CCn1c(=O)cc(OCC(=O)N2CCC3(CC2)OCCO3)c2ccccc21	-1	-1	-2.6	7	6	103	90	-9	113
CC(Cc1ccccc1)[n+]1cc(/N=C(\[O-])N(C)C)on1 (stereo not given)	3	4	0.4	2	1	106	93	8	118
Clc1ccc2c(N3CCNCC3)ccnc2c1	-1	-5	1.4	14	0	99	92	3	103
C=C(C=O)C[C@@H]1C[C@H](O)C2OC3C[C@]4(C)OC5/C=C\CC6OC7C(CC=CCC6OC5CCCC4OC3CC2O1)OC1CC2OC3CC(=O)OC3C[C@@H](C)C[C@@]2(C)OC1C[C@@H]7C (stereo not given in full)	.	1	1.1	60*	0	103	92	.	101
CCC1C(C#N)=C(N)Oc2c1c(=O)oc1ccccc21 (stereo not given)	-1	2	0.4	-6	0	95	101	-8	103
COc1ccc(CCC(=O)NCCc2cnc[nH]2)cc1	-7	0	-0.3	-7	1	99	102	2	100
O=C1NC(=S)N(C2CC2)C(=O)/C1=C/c1ccc2c(c1)CCN2CCCCl	17	4	-0.9	-36	4	90	76	17	93
CN[C@@H](C)[C@@H](O)c1ccccc1	0	3	4.0	2	3	84	79	-2	108
CN1C(=O)N(C)C(=O)C2(Sc3ccccc3C2=O)C1=O	1	-4	.	2	1	92	91	5	100

Carrying on:
SMILES	MCL1-BIM inh	GLD-1 TGE inh	MEX-5 binding	VLA-4 inh	GRK2 aptamer HTS	AGP1-GFP MLPCN	CIT2-GFP yeast	Bcl-xL primary	CR mimetic SO
COc1ccc(O)c2c(=O)c3c(OC)cc4c(c3oc12)C1C=COC1O4 (stereo not given)	6	-2	-0.5	-3	1	104	99	9	98
C[C@]12CCC(=O)C=C1CCC1C2CC[C@@]2(C)C1CC[C@@H]2O (stereo not given in full)	.	-4	.	12	1	93	95	.	92
COC(=O)C[C@]1(C(=O)OC)CN(C#N)N(c2ccc(Cl)cc2)C12c1ccccc1-c1ccccc12	2	2	-0.1	57*	0	93	97	-2	103
Cc1nc2ccccc2c(=O)n1-n1cnnc1	5	-8	1.1	-7	21	101	106	9	98
CCOC(=O)C1(CCCc2ccccc2)CCN(C2CCC2)CC1	7	2	2.3	-3	0	102	102	8	97
CCn1ccnc1CN1CCCC(C(=O)c2ccc(OC)cc2OC)C1 (stereo not given)	4	3	2.2	0	3	89	94	1	89
NNCc1cccc(O)c1	-4	3	0.0	-10	0	92	87	2	78
Cc1oc(-c2ccc(F)cc2F)nc1CN1C[C@@H]2C[C@@H](C1)c1cccc(=O)n1C2	8	5	-0.4	7	0	103	100	6	104
CN(C)CC1CCCCC1OC(=O)c1ccc(Cl)c(Cl)c1 (stereo not given)	-8	-6	-0.5	3	0	93	98	3	88
CCCCn1c(=O)c(C(=O)Nc2ccccn2)c(O)c2ccccc21	-3	-1	1.4	12	1	101	104	4	101
COc1ccccc1-n1c(O)c(/C=C2\C=Nc3ccccc32)c(=O)[nH]c1=O	-26	-19	-35*	-31	2	86	91	-11	106
CCCCCCn1c(=O)c(C(=O)Nc2c(C)n(C)n(-c3ccccc3)c2=O)c(O)c2ccccc21	5	-2	0.5	5	0	105	92	0	116
CN1C(=O)C(=Cc2ccc(Sc3ccccc3)o2)C(=O)N(C)C1=O	-5	-11	-0.1	2	3	71	70	3	104
Cc1cc(C=C2C(=O)N(C)C(=S)N(C)C2=O)c(C)n1C1CCCCC1	-13	-11	-1.9	-14	5	93	91	-12	95

Single records (already shown):
Listed for `CN(C)CC1CCCCC1OC(=O)c1ccc(Cl)c(Cl)c1` (stereo not given) : MCL1-BIM inh: -8; GLD-1 TGE inh: -6; MEX-5 binding: -0.5; VLA-4 inh: 3; GRK2 aptamer HTS: 0; AGP1-GFP MLPCN: 93; CIT2-GFP yeast: 98; Bcl-xL primary: 3; CR mimetic SO: 88
Listed for `CCCCn1c(=O)c(C(=O)Nc2ccccn2)c(O)c2ccccc21` : MCL1-BIM inh: -3; GLD-1 TGE inh: -1; MEX-5 binding: 1.4; VLA-4 inh: 12; GRK2 aptamer HTS: 1; AGP1-GFP MLPCN: 101; CIT2-GFP yeast: 104; Bcl-xL primary: 4; CR mimetic SO: 101
